Assay outcomes as filed in PubChem BioAssay.
KOR beta-arrestin-1: KOR antagonists, beta-arrestin recruitment, cell-based, luminescence, uHTS (AID 1778) | KOR beta-arrestin recruitment, luminescence, antagonist mode; higher % means a stronger effect | one-dose inhibition, % at 10 µM; IC50 in µM for titrated hits | actives 0.091% (n = 290,000); also: strong numbers were not always called active
SV40 large T antigen: SV40 large T antigen inhibitors, biochemical (AID 1903) | SV40 large T antigen ATPase/helicase inhibition assay; higher % means a stronger effect | actives 0.39% (n = 310,000) | inhibition, % at 20 µM, or IC50 in µM where a hit was titrated; in the data active = a potency from the dose series; also: strong numbers were not always called active
KOR beta-arrestin-2: kappa opioid receptor activators – cell-based, luminescence, uHTS, primary screen (AID 1777); KOR beta-arrestin recruitment, luminescence; higher % means a stronger effect; activation, % at 10 µM; hits with a dose series show EC50 in µM; actives 0.02% (n = 280,000); in the data active = activation above about 50%, passing the limit was not always enough; also: a part of the inactive calls stands beside numbers as strong as those of hits
GPR55 LPI antagonism: inhibition of LPI-stimulated GPR55 beta-arrestin translocation – imaging, U2OS, beta-arrestin-GFP, LPI agonist, primary screen (AID 2013) | inhibition, % at 10 µM, or IC50 in µM where a hit was titrated | actives 0.13% (n = 290,000) | U2OS GPR55 beta-arrestin-GFP translocation imaging, LPI antagonism; higher % means a stronger effect;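 active = spots per cell inhibited over 60%, with over 100 cells counted and total cytoplasm intensity under 500,000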;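 also: U2OS cells stably carrying GPR55 and arrestin-GFP stimulated by 5 µM LPI near EC80; imaged beta-arrestin-GFP aggregate spots per cell after agonist stimulation; plate controls were LPI-stimulated DMSO wells for no effect and DMSO wells without LPI for full effect; some results filed as inactive read as strong as hits; confirmed hits need IC50 under 10 µM and bright autofluorescent wells are also inconclusive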
HIV fusion peptide: cell-free HIV fusion peptide-binding blockers – biochemical, uHTS, fluorescence dequenching, primary screen (AID 1986). cell-free peptide binding, fluorescence dequenching, 30 min; higher % means a stronger effect. inhibition, % at 20 µM, or IC50 in µM where a hit was titrated. actives 0.3% (n = 290,000); in the data active = inhibition mostly above about 52%, no sharp cut-off; inactive = mostly below about 76%; also: some results filed as inactive read as strong as hits
NOD2 inhibition: inhibition of NOD2-driven NF-kB reporter – cell-based, luminescence, uHTS, HEK293 (AID 1566). HEK293 NOD2/NF-kB luciferase reporter, luminescence; higher % means a stronger effect. inhibition, % at 4 µM, or EC50 in µM where a hit was titrated. actives 0.63% (n = 290,000); also: many of its hits are not listed in these tables
GPR55 activation: selective activators of receptor GPR55 – imaging, U2OS cells, beta-arrestin-GFP redistribution, primary screen (AID 1961). U2OS GPR55 beta-arrestin-GFP redistribution imaging; higher % means a stronger effect. activation, % at 10 µM; hits with a dose series show EC50 in µM. actives 0.048% (n = 290,000);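 active = activation above 40% with more than 50 cells counted in the well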;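 also: U2OS osteosarcoma cells stably expressing GPR55 and beta-arrestin-GFP; plate controls were DMSO negative control for no effect and LPI positive control for full effect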
Rac1 GTP hydrolysis: MgcRacGAP GTPase-activating activity inhibitors, confirmation, biochemical, ADP Hunter fluorescence; MgcRacGAP-stimulated Rac1 GTP hydrolysis, ADP Hunter fluorescence; higher % means a stronger effect; GST-tagged Rac1 F28L mutant substrate; one-dose inhibition, % at 30 µM; IC50 in µM for titrated hits; actives 0.6% (n = 340,000); AID 624330;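 active = first-screen hits whose inhibition reached a set limit at any dose in the follow-up dose series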;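 also: fluorescence reports GDP produced by GAP-driven GTP hydrolysis; strong numbers were not always called active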
NOD1 NF-kB reporter: NOD1 signaling inhibitors, primary screen, cell-based, luminescence, uHTS (AID 1578) | actives 1% (n = 290,000) | NOD1-driven NF-kB luciferase reporter cells, luminescence; higher % means a stronger effect | inhibition, % at 4 µM, or EC50 in µM where a hit was titrated; in the data active = inhibition mostly above about 36%, no sharp cut-off; inactive = mostly below about 34%;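 also: HEK-293T reporter cells stimulated with the NOD1 agonist gamma-tri-DAP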
* marks the source's active call; other numbers are inactive results; x = no result given; [ ] = remark or other dose. Rule as the data show it, unless noted: active = inhibition above about 50%; inactive = the rest. A portion of the library (hit frequency here may not be typical).

Values in the order – KOR beta-arrestin-1	SV40 large T antigen	KOR beta-arrestin-2	GPR55 LPI antagonism	HIV fusion peptide	NOD2 inhibition	GPR55 activation	Rac1 GTP hydrolysis	NOD1 NF-kB reporter
Fc1cccc(Cl)c1CSC1=NCCS1
  10%	5%	-5.2%	1%	-1.5%	8%	x	2%	-22%
C=CCn1c(SCC(=O)c2ccc(Br)cc2)nnc1C(CC(C)C)NC(=O)c1cccs1 (stereo not drawn)
  3%	5%	-0.7%	2%	1.5%	5%	0.3%	6%	11%
Cc1ccccc1N=C1SC(CC(=O)Nc2ccc3ccccc3c2)C(=O)N1Cc1ccccn1 (stereo not drawn)
  11%	13%	9.6%	9%	1.1%	-42%	0.0%	12%	0%
O=C(NCCCN1CCOCC1)C(=O)N/N=C/c1cccc2ccccc12
  -17%	-2%	1.5%	-4%	0.7%	20%	-0.1%	13%	-10%
CCCCOC(=O)CSc1n[nH]c(=O)[nH]c1=O
  -8%	4%	2.4%	-6%	-2.9%	15%	-0.1%	1%	17%
C/C(Cn1cnc([N+](=O)[O-])n1)=N/NC(=O)COc1c(Cl)cc(Cl)cc1Cl
  2%	8%	6.9%	18%	1.0%	20%	-0.1%	9%	-5%
COC(=O)c1sccc1NC(=O)CC1C(=O)NCCN1C(=O)c1ccc(F)cc1 (stereo not drawn)
  17%	8%	2.7%	17%	-2.9%	-1%	0.0%	-10%	-9%
CCc1ccc(NC(=O)CSc2nc3ccccc3nc2N2CCCCC2)cc1
  -46%[20 µM]	4%	-0.5%	7%	-1.7%	-35%	0.0%	6%	22%
CC(=O)NCc1ccc(S(=O)(=O)N2CCCN(C)CC2)cc1
  17%	20%	-4.0%	3%	-2.9%	14%	-0.1%	7%	-1%
Brc1ccc2cccnc2c1
  -24%	-7%	0.0%	2%	-2.4%	19%	0.0%	4%	1%

(more compounds)
Values in the order – KOR beta-arrestin-1	SV40 large T antigen	KOR beta-arrestin-2	GPR55 LPI antagonism	HIV fusion peptide	NOD2 inhibition	GPR55 activation	Rac1 GTP hydrolysis	NOD1 NF-kB reporter
CC(C)C(=O)Nc1ccc(NC(=O)c2cccs2)cn1
  x	5%	6.6%	18%	-1.9%	-34%	-0.2%	7%	-19%
CCOC1(/N=C(\C)NS(=O)(=O)c2ccc(Cl)cc2)C(C)=CC(=O)C=C1C
  2%	10%	-1.6%	-3%	-1.4%	1%	-0.4%	13%	-30%
CCC(C)c1ccc(NC(=O)N2CCN(C(=O)C3CCCO3)CC2)cc1 (stereo not drawn)
  -36%	5%	0.3%	-2%	2.1%	8%	-0.2%	8%	-8%
CC12CCC(C(=O)O)(c3nc4cc([N+](=O)[O-])ccc4nc31)C2(C)C (stereo not drawn)
  9%	20%	-2.5%	-6%	-0.6%	12%	-0.3%	5%	-6%
COc1cccc(C2NC(C)(C(=O)O)C3C(=O)N(C(C)C)C(=O)C23)c1O (stereo not drawn)
  -6%	2%	-5.5%	0%	-2.9%	7%	0.2%	7%	-16%
c1ccc(C2CNCCc3ccccc32)cc1 (stereo not drawn)
  1%	13%	-1.8%	0%	2.1%	7%	0.0%	5%	-4%
COc1ccc(N2CCN(C(=S)Nc3cccc(OC)c3)CC2)cc1
  42%[20 µM]	3%	0.3%	-74%	-3.0%	-68%	-0.1%	4%	63%
O=C(C[n+]1ccc(/C=C/c2ccccc2)cc1)c1ccc2c(c1)OCCO2
  -2%	19%	3.0%	12%	0.5%	13%	-0.3%	-3%	-8%
C#CCn1cc(/C=N/NC(=O)c2cc3ccccc3o2)c2ccccc21
  -19%	8%	-3.7%	3%	0.3%	10%	0.0%	7%	-8%
CC1=CC(c2ccccc2)n2nnnc2N1 (stereo not drawn)
  40%	12%	-3.1%	-23%	-1.6%	3%	-0.1%	8%	3%

Next section
Values in the order – KOR beta-arrestin-1	SV40 large T antigen	KOR beta-arrestin-2	GPR55 LPI antagonism	HIV fusion peptide	NOD2 inhibition	GPR55 activation	Rac1 GTP hydrolysis	NOD1 NF-kB reporter
CCN(CC)CCOC(=O)c1c(C)oc2ccc(OC)cc12
  -16%	-1%	-6.0%	21%	-0.4%	4%	-0.2%	10%	-13%
Cc1sc2nc(C(C)C)nc(SCC(=O)NCc3ccco3)c2c1C
  -9%	10%	-1.7%	4%	4.4%	20%	-0.4%	9%	-11%
O=C(O)CCN1C(=O)C(=C2CCCCCC2)SC1=S
  33%	29%	-0.7%	6%	-2.7%	16%	0.7%	14%	12%
Cc1ccc(S(=O)(=O)NC(C)C(=O)Nc2ccc(C(N)=O)cc2)cc1 (stereo not drawn)
  10%	4%	4.5%	-1%	2.0%	7%	-0.1%	8%	-15%
CCCNC(=O)c1oc2ccc3c(c2c1C)C(=O)CC(C)(C)O3
  -50%	3%	4.2%	37%	-0.1%	-125%	-0.1%	0%	-45%
COC(=O)c1cccc(NS(=O)(=O)c2cccs2)c1C
  19%	-9%	2.0%	16%	0.1%	x	-0.2%	0%	x
COc1ccc(C2=NOC(C(=O)NCc3cccs3)C2)cc1OC (stereo not drawn)
  -61%	3%	-0.7%	-7%	0.0%	-14%	-0.2%	x	6%
Nc1ccc(C(=O)c2cccs2)cc1
  -10%	7%	2.1%	6%	1.5%	-7%	-0.1%	8%	-37%
O=C(O)c1cccc(NC(=S)N/N=C/c2ccccc2OCc2ccc(Br)cc2)c1
  -30%	11%	-1.4%	-1%	66%*	0%	-0.7%	10%	-38%
CC(=O)Nc1ccc(NC(=O)CCCCCn2nnc3ccccc3c2=O)cc1
  14%	6%	1.1%	4%	2.0%	11%	0.5%	9%	1%

(more compounds)
Values in the order – KOR beta-arrestin-1	SV40 large T antigen	KOR beta-arrestin-2	GPR55 LPI antagonism	HIV fusion peptide	NOD2 inhibition	GPR55 activation	Rac1 GTP hydrolysis	NOD1 NF-kB reporter
Cc1cc(-c2nc(C)c(-c3nnc(SCC(=O)Nc4ccc(Cl)cc4)n3C)s2)no1
  -4%	10%	7.9%	5%	-1.3%	12%	-0.2%	x	-7%
COc1ccc(N(CC(=O)NC(C)(C)C)C(=O)CCC(=O)Nc2nccs2)c(OC)c1
  -40%[20 µM]	-5%	5.4%	-5%	0.5%	12%	-0.3%	9%	-8%
Cc1ccc2c(c1)c1c(n2CC(O)CNC(CO)(CO)CO)CCCC1 (stereo not drawn)
  -9%	3%	-9.2%	-8%	1.9%	-18%	-0.1%	8%	-14%
O=c1cc(N2CCCCC2)c(-c2ccccc2)nn1Cc1ccccc1Cl
  -16%	12%	2.1%	34%	-3.0%	23%	1.0%	6%	10%
COc1ccc(-c2cc(C(=O)Nc3ccc(C)c(C)c3)no2)cc1
  -142%	7%	-3.1%	-3%	-0.7%	22%	0.3%	x	2%
CCC1CCCCN1C(=O)CCCOc1ccccc1 (stereo not drawn)
  -17%	9%	-3.9%	0%	4.6%	-15%	-0.1%	3%	-9%
COc1ccc(C2c3[nH]c4ccccc4c3CCN2Cc2ccoc2)c(F)c1 (stereo not drawn)
  14%	8%	-3.9%	16%	1.4%	-28%	0.3%	6%	6%
CCn1cc(C2=NOC(C(=O)Nc3ccc4c(c3)OCO4)C2)c(C)n1 (stereo not drawn)
  -40%	20%	14%	-2%	0.8%	8%	-0.2%	9%	-2%
Nc1nc(SCC(=O)Nc2ccc([N+](=O)[O-])cc2)[nH]c(=O)c1NC(=O)c1ccc(Br)cc1
  15%	-2%	-4.1%	-9%	-1.5%	-7%	0.3%	5%	-4%
Cc1cc(C)n(C(C)CNS(=O)(=O)c2ccc(C)c(C)c2)n1 (stereo not drawn)
  -35%	6%	-0.9%	9%	0.0%	2%	-0.2%	4%	-18%

Following part.
Values in the order – KOR beta-arrestin-1	SV40 large T antigen	KOR beta-arrestin-2	GPR55 LPI antagonism	HIV fusion peptide	NOD2 inhibition	GPR55 activation	Rac1 GTP hydrolysis	NOD1 NF-kB reporter
O=S(=O)(c1cccc(Cl)c1)N1CCCC1
  -51%	6%	-0.3%	-2%	-2.5%	0%	-0.1%	0%	x
Cc1ccc(C(=O)N(CC(=O)NC2CCCC2)c2ccccc2Cl)s1
  0%	13%	0.0%	-3%	3.2%	15%	0.3%	4%	12%
Clc1ccc(-c2cn3c(n2)-c2ccccc2C3)cc1Cl
  7%	1%	-1.7%	-10%	-0.8%	-177%	-0.2%	10%	-40%
COc1ccc(CSCC(=O)N/N=C/c2ccccc2OCc2ccccc2)cc1
  -16%	21%	1.5%	-1%	-1.7%	-4%	-0.1%	5%	-6%
O=C(c1ccc(OC2CCN(CCCc3ccccc3)CC2)cc1)N1CCCC1
  11%	5%	1.5%	11%	0.2%	-11%	0.3%	3%	-18%
COc1cccc(-c2cc(C(=O)N3CCc4ccccc4C3)no2)c1
  -13%	4%	-0.3%	10%	-0.1%	-6%	0.1%	-4%	-19%
Cc1ccccc1NC(=O)CSc1nnc(NC(=O)C2CC2)s1
  -38%	2%	4.1%	10%	-1.9%	14%	-0.2%	1%	-41%
COc1ccc2c(C(F)(F)F)cc(=O)oc2c1C
  14%	15%	7.3%	-7%	3.9%	0%	0.3%	5%	-50%
O=C(CCCOc1cccc(Br)c1)NCCOc1ccccc1
  -26%	4%	-1.2%	14%	-0.5%	21%	0.3%	10%	-25%
O=C(NNC(=O)c1cccs1)c1ccc(Br)o1
  1%	9%	-4.4%	12%	1.5%	4%	0.2%	5%	-17%

Additional records.
Values in the order – KOR beta-arrestin-1	SV40 large T antigen	KOR beta-arrestin-2	GPR55 LPI antagonism	HIV fusion peptide	NOD2 inhibition	GPR55 activation	Rac1 GTP hydrolysis	NOD1 NF-kB reporter
Cc1cc(Cl)ccc1OCC(=O)OC(C)C(=O)N(C)C (stereo not drawn)
  -12%	1%	-6.1%	2%	-1.0%	9%	0.2%	8%	-11%
O=c1[nH]c2ccccc2nc1-c1c[nH]c2ccccc12
  -35%	6%	0.8%	12%	6.0%	-58%	-0.1%	6%	-4%
Cc1ccc(C(C)C)c(OCCNS(C)(=O)=O)c1
  -1%	0%	6.2%	-15%	2.6%	6%	-0.1%	16%	-12%
O=C(CN1CCCCC1)Nc1cccc(-n2cnnn2)c1
  12%	7%	-2.6%	7%	-0.5%	3%	-0.2%	6%	-2%
COc1ccc(C(=O)Nc2ccccc2-c2nnn(CC(=O)NCc3ccco3)n2)cc1
  -2%	5%	7.3%	4%	-1.2%	9%	0.8%	4%	-27%
Cc1cc(NC(=O)CSc2nnnn2-c2ccccc2C)no1
  -6%	13%	-0.2%	-3%	-0.4%	5%	0.3%	2%	-26%
CC(Oc1ccccc1)C(=O)N1CCCc2ccccc21 (stereo not drawn)
  -5%	1%	-2.9%	11%	-1.2%	-7%	-0.2%	10%	12%
COc1ccc(OCC(=O)NNC(=O)c2cccnc2)cc1
  -37%	2%	0.9%	-19%	-0.3%	7%	-0.1%	3%	19%
